High-throughput results (PubChem BioAssay)
FXIIa inh mix: inhibitors of human coagulation factor XIIa, pooled mixtures. P00748. purified FXIIa, fluorogenic substrate. inhibition, % at 5 µM. 62,000 tested, 0.2% active. AID 684;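 further: 0% = enzyme without compound and 100% = no enzyme blank; some results filed as inactive read as strong as hits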
JNK3 inh: inhibitors of human JNK3 kinase | P53779 | purified JNK3 kinase activity, HTS | inhibition, % at 8 µM | 60,000 tested, 0.61% active; in the data active means inhibition above about 17%;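 further: 0% = DMSO and 100% = reference inhibitor; many of its hits are not listed in these tables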
Target sequence (P53779 whole entry, looked up): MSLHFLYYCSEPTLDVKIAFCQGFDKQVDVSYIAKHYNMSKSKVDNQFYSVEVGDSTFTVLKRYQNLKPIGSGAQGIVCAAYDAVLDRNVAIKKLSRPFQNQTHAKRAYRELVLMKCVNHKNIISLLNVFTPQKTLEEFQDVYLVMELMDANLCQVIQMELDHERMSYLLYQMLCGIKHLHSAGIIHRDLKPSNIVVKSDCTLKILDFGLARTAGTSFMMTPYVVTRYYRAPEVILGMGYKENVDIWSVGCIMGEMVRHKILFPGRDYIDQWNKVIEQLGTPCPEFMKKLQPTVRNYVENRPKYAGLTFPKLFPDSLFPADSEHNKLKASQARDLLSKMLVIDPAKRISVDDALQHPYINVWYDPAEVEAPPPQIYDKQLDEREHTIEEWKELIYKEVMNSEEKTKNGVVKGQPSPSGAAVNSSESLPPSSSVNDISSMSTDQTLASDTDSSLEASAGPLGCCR
Cdc25B inh: inhibitors of human Cdc25B phosphatase. recombinant Cdc25B, OMFP fluorescence Ex485/Em525. inhibition, %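 (compounds tested at 10 µM final in the well)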. 65,000 tested, 0.1% active. AID 368; in the data active means inhibition above about 50%
FXIa mix inh: factor XIa (human) inhibition, mixture screen; P03951; purified FXIa, fluorogenic substrate, pooled mixtures; inhibition, % at 5 µM; 62,000 tested, 0.19% active; AID 680;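 further: each value is inhibition by a whole ten-compound pool holding the compound; 0% = enzyme with no mixture and 100% = wells lacking enzyme; strong numbers were not always called active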
MMP13 inh: inhibitors of human MMP13 | AID 570 | 65,000 tested, 0.07% active | P45452 | inhibition, % at 4 µM | MMP-13 fTHP FRET cleavage, Mca fluorescence;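 active means inhibition above the mean of compound-free control plate wells plus 3 SD, cut at about 14% in these data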;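 further: 0% = DMSO wells and 100% = wells with reference MMP-13 inhibitor after basal subtraction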
A340 absorber: compounds absorbing at 340 nm; 65,000 tested, under 10 active; compound absorbance at 340 nm, fold over control; fold change at 10 µM;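 active means at 10 µM dose, initial 340 nm absorbance at least 2 fold that of control wells; inactive means change under 2 fold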;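 further: initial absorbance extrapolated from kinetic A340 decline of NADH oxidation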
Hsp90 inh: displaces geldanamycin probe from tumor Hsp90; NCI-N417 lysate Hsp90, Cy3B-geldanamycin FP displacement; 64,000 tested, 0.35% active; inhibition, % at 30 µM; P07900;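 active means inhibition above 50%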;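 further: 0% = tracer plus lysate wells and 100% = tracer alone without lysate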
AP ELISA ortho: orthogonal test for alternative complement pathway inhibitors | 62,000 tested, 0.08% active | AID 1235 | Human serum alternative complement pathway, LPS-coated ELISA, C3 deposition; tested in compound mixtures | inhibition, % at 5 µM;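 active means inhibition above 30% in each of the two pooled mixtures holding the compound, so the lower value exceeds 30%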;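 further: 0% = serum in Mg-EGTA without compound and 100% = EDTA serum blank; some compounds past the cut are filed as inactive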
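Test system: human serum complement alternative pathway, C3 deposition onto LPS / Medium: Mg2+-EGTA GVB++ buffer containing human serum at 1:15 dilution / Probe or stimulus: Plate-bound LPS / Times: 1 h at 37 °C / Signal: ELISA with HRP anti-human C3 antibody, TMB substrate, absorbance 450 nm / Measure: percent inhibition / Repeats: two pool placements per compound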
MKP-1 inh: human dual specificity phosphatase 1 inhibition; P28562; recombinant MKP-1, OMFP hydrolysis fluorescence; inhibition, %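 (compounds tested at a single concentration somewhere between 10 and 100 µM)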; 65,000 tested, 0.15% active;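 active means inhibition above about 50%, limit read from the data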;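 further: 0% = DMSO max control wells and 100% = wells with enzyme stopped by NaOH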
Target sequence (P28562 whole entry, looked up): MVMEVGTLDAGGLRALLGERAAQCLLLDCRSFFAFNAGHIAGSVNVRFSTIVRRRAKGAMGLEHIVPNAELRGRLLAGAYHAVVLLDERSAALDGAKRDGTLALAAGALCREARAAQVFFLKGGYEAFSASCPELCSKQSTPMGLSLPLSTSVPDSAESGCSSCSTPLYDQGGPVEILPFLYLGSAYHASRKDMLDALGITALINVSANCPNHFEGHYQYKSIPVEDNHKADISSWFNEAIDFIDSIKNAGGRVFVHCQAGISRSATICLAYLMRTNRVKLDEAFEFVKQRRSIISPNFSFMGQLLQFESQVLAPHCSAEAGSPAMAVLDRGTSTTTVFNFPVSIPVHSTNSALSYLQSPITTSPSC
The depositor's hits bear a star; [ ] = remark or other dose. Unless noted, no stated cut-off is given here; in the data, active means inhibition above about 20% (passing the limit was not always enough); inactive means the rest.

For Cc1ccc(CCNC(=O)CC2Oc3ccc(C)cc3NC2=O)cc1 (stereo not given) the results were FXIIa inh mix 4, JNK3 inh -2, Cdc25B inh 3, FXIa mix inh 1, MMP13 inh -9, A340 absorber 1, Hsp90 inh -2, AP ELISA ortho -3 and MKP-1 inh -9.
Screening CCCOc1cccc(-c2nnc(N)s2)c1 returned FXIIa inh mix 8, JNK3 inh 1, Cdc25B inh -23, FXIa mix inh 1, MMP13 inh -6, A340 absorber 0.99, Hsp90 inh 3, AP ELISA ortho -8 and MKP-1 inh -18.
Screening O=c1cc(N2CCOCC2)[nH]c(=O)n1Cc1ccc(F)cc1 returned FXIIa inh mix 4, JNK3 inh 4, Cdc25B inh -12, FXIa mix inh 6, MMP13 inh -9, A340 absorber 0.99, Hsp90 inh -1, AP ELISA ortho 8 and MKP-1 inh 14.
Screening c1ccc2c(N3CCCC3)nc(-c3ccncc3)nc2c1 returned FXIIa inh mix -4, JNK3 inh 1, Cdc25B inh 6, FXIa mix inh 2, MMP13 inh 6, A340 absorber 1.1, Hsp90 inh -4, AP ELISA ortho -2 and MKP-1 inh 29.
Screening CC1CCC(NC(=O)Cn2ncc3ccccc32)CC1 (stereo not given) returned FXIIa inh mix 11, JNK3 inh 1, Cdc25B inh -6, FXIa mix inh 1, MMP13 inh 2, A340 absorber 0.98, Hsp90 inh -5, AP ELISA ortho -9 and MKP-1 inh -2.
For CSc1nc(N2CCOCC2)c2c3c(sc2n1)CCCC3 the results were FXIIa inh mix -18, JNK3 inh -4, Cdc25B inh -5, FXIa mix inh 5, MMP13 inh 1, A340 absorber 1, Hsp90 inh 0, AP ELISA ortho 16 and MKP-1 inh -6.
O=S(=O)(NCc1ccccc1Br)c1cccs1 was read as FXIIa inh mix 3, JNK3 inh -2, Cdc25B inh -12, FXIa mix inh 4, MMP13 inh 0, A340 absorber 1, Hsp90 inh -5, AP ELISA ortho 11 and MKP-1 inh -2.
For CCOC(=O)CN1C(=O)NC(C)(c2ccc(OC(F)F)cc2)C1=O (stereo not given) the results were FXIIa inh mix 8, JNK3 inh -9, Cdc25B inh -6, FXIa mix inh 16, MMP13 inh -25, A340 absorber 1, Hsp90 inh -2, AP ELISA ortho 1 and MKP-1 inh 3.
`Nc1nnnn1/N=C/c1cccc(Oc2ccccc2)c1` gave JNK3 inh 2, Cdc25B inh 7, MMP13 inh 0, A340 absorber 1, Hsp90 inh 6 and MKP-1 inh -6.
For O=C(Cc1ccccc1)Nc1ccc(C(=O)O)cc1 the results were FXIIa inh mix 10, JNK3 inh 9, Cdc25B inh -4, FXIa mix inh 14, MMP13 inh 0, A340 absorber 1, Hsp90 inh -3, AP ELISA ortho 5 and MKP-1 inh 2.
CCC(=NC(C)c1ccccc1)c1c(O)n(C)c(=O)n(C)c1=O (stereo not given) was read as FXIIa inh mix -7, JNK3 inh 9, Cdc25B inh 6, FXIa mix inh 7, MMP13 inh -10, A340 absorber 0.98, Hsp90 inh -2, AP ELISA ortho 10 and MKP-1 inh -2.
CS(=O)(=O)N1CCCC(C(=O)NCc2ccccn2)C1 (stereo not given) was read as FXIIa inh mix 5, JNK3 inh 8, Cdc25B inh -11, FXIa mix inh 10, MMP13 inh 2, A340 absorber 1, Hsp90 inh 0, AP ELISA ortho 3 and MKP-1 inh 2.
Screening COCCn1cnnc1SCC(=O)Nc1ccccc1C(=O)Nc1ccc2c(c1)OCO2 returned FXIIa inh mix -16, JNK3 inh -8, Cdc25B inh 4, FXIa mix inh 6, MMP13 inh -2, A340 absorber 1, Hsp90 inh 2, AP ELISA ortho 11 and MKP-1 inh 19.
`C=CCn1c(C)cc(C(=O)CSc2nnc(Cc3ccccc3)o2)c1C` gave FXIIa inh mix -16, Cdc25B inh -13, FXIa mix inh -1, MMP13 inh -1, A340 absorber 1.1, AP ELISA ortho 1 and MKP-1 inh -3.
For COCCNC(=O)c1ccc(Cn2c(=S)[nH]c3cc4c(cc3c2=O)OCO4)cc1 the results were FXIIa inh mix 18, Cdc25B inh -12, FXIa mix inh 6, MMP13 inh -1, A340 absorber 1.1, Hsp90 inh -1, AP ELISA ortho 15 and MKP-1 inh 3.

Gathered by group, the compounds so far containing fluorine
Screening O=c1cc(N2CCOCC2)[nH]c(=O)n1Cc1ccc(F)cc1 returned FXIIa inh mix 4, JNK3 inh 4, Cdc25B inh -12, FXIa mix inh 6, MMP13 inh -9, A340 absorber 0.99, Hsp90 inh -1, AP ELISA ortho 8 and MKP-1 inh 14.
For CCOC(=O)CN1C(=O)NC(C)(c2ccc(OC(F)F)cc2)C1=O (stereo not given) the results were FXIIa inh mix 8, JNK3 inh -9, Cdc25B inh -6, FXIa mix inh 16, MMP13 inh -25, A340 absorber 1, Hsp90 inh -2, AP ELISA ortho 1 and MKP-1 inh 3.

The results go on:
`CC1(c2ccc3c(c2)OCO3)NC(=O)N(CC(=O)Nc2ccc(N3CCOCC3)cc2)C1=O` (stereo not given) gave FXIIa inh mix 9, JNK3 inh -4, Cdc25B inh -14, FXIa mix inh -1, MMP13 inh 4, A340 absorber 0.98, Hsp90 inh 0, AP ELISA ortho -3 and MKP-1 inh 6.
For CCN1CCN(c2nc3ccccc3nc2C(C#N)C(=O)OC2CCCCC2)CC1 (stereo not given) the results were FXIIa inh mix 0, JNK3 inh -2, Cdc25B inh 5, FXIa mix inh 4, MMP13 inh -4, A340 absorber 1, Hsp90 inh -16, AP ELISA ortho -2 and MKP-1 inh 30.
Screening CCCCCOC(=O)Nc1nnc(CCC)s1 returned FXIIa inh mix 6, JNK3 inh -1, Cdc25B inh -3, FXIa mix inh 3, MMP13 inh 1, A340 absorber 1, Hsp90 inh 0, AP ELISA ortho 3 and MKP-1 inh 3.
For O=C(CSc1nccn1-c1ccccc1)Nc1ccc2c(c1)OCO2 the results were FXIIa inh mix 1, JNK3 inh -5, Cdc25B inh 12, FXIa mix inh 6, MMP13 inh 5, A340 absorber 1, Hsp90 inh -1, AP ELISA ortho 18 and MKP-1 inh -5.
Screening COc1cccc2c1N1C(=O)c3c(C(=O)O)cccc3C1CC2(C)C (stereo not given) returned FXIIa inh mix 1, JNK3 inh -1, Cdc25B inh 1, FXIa mix inh 2, MMP13 inh 3, A340 absorber 1, Hsp90 inh -3, AP ELISA ortho 14 and MKP-1 inh 4.
`CCOC(=O)C(C)Sc1nnc(Cn2c(=O)sc3ccccc32)n1-c1ccccc1` (stereo not given) gave FXIIa inh mix -1, JNK3 inh -11, Cdc25B inh -12, FXIa mix inh -4, MMP13 inh 0, A340 absorber 1.1, Hsp90 inh -1, AP ELISA ortho 13 and MKP-1 inh -10.
Cc1nn(C)c(C)c1S(=O)(=O)NC1CCCc2ccccc21 (stereo not given) was read as FXIIa inh mix 2, JNK3 inh 0, Cdc25B inh 8, FXIa mix inh 6, MMP13 inh 6, A340 absorber 1, Hsp90 inh -1, AP ELISA ortho -2 and MKP-1 inh 6.
For CN(CCc1ccccn1)Cc1ccc(Cl)cc1 the results were FXIIa inh mix -1, JNK3 inh 3, Cdc25B inh -2, FXIa mix inh 6, MMP13 inh 4, A340 absorber 1, Hsp90 inh -3, AP ELISA ortho -4 and MKP-1 inh -4.
`Cc1ccc2c(c1)C1CCCC3C1N2CC(=O)N3Cc1ccccc1` (stereo not given) gave FXIIa inh mix -3, Cdc25B inh 11, FXIa mix inh -15, A340 absorber 0.97, Hsp90 inh -10, AP ELISA ortho 5 and MKP-1 inh 11.
Screening COc1ccc(CNc2oc(COc3ccccc3)nc2C#N)cc1 returned FXIIa inh mix 4, Cdc25B inh -13, FXIa mix inh -1, MMP13 inh 1, A340 absorber 1, AP ELISA ortho 11 and MKP-1 inh -5.
For O=C(Nc1cccnc1)c1cc(-c2ccc(Br)cc2)on1 the results were FXIIa inh mix 2, JNK3 inh 3, Cdc25B inh -13, FXIa mix inh -2, MMP13 inh 3, A340 absorber 1.1, Hsp90 inh -4, AP ELISA ortho 8 and MKP-1 inh 6.
For Cc1ccc(N(C(=O)CC2NC(=O)NC2=O)C2(C(=O)NC3CCCC3)CCCCC2)cc1 (stereo not given) the results were FXIIa inh mix 4, Cdc25B inh -6, FXIa mix inh 9, MMP13 inh 4, A340 absorber 1, AP ELISA ortho 19 and MKP-1 inh 13.
Screening Cc1ccc(CNc2nc3ccccc3n3nnnc23)cc1 returned FXIIa inh mix 2, JNK3 inh -4, Cdc25B inh -7, FXIa mix inh 1, MMP13 inh 4, A340 absorber 1.1, Hsp90 inh 2, AP ELISA ortho 10 and MKP-1 inh -12.
For CCOC(=O)c1c(C)c(C(=O)Nc2cc(OC)ccc2OC)c(C)n1CC the results were FXIIa inh mix 1, JNK3 inh 1, Cdc25B inh -13, FXIa mix inh -4, MMP13 inh -3, A340 absorber 1, Hsp90 inh -3, AP ELISA ortho 18 and MKP-1 inh 2.
Screening COc1ccc(-n2nc3ccc(NS(C)(=O)=O)cc3n2)cc1Cl returned FXIIa inh mix 2, JNK3 inh -4, Cdc25B inh -6, FXIa mix inh -6, MMP13 inh -259[fluorescence artefact?], A340 absorber 1.2, Hsp90 inh -10, AP ELISA ortho -2 and MKP-1 inh 6.
Screening COc1ccc(-n2c(=O)c3c4c(sc3n(CC(=O)NCc3ccco3)c2=O)CCC4)c(OC)c1 returned FXIIa inh mix 1, FXIa mix inh 4, MMP13 inh 0, A340 absorber 1 and AP ELISA ortho 14.
For O=C(Nc1cccc(-c2cn3cccnc3n2)c1)c1ccco1 the results were FXIIa inh mix 9, Cdc25B inh -12, FXIa mix inh -15, MMP13 inh -384[fluorescence artefact?], A340 absorber 1.1, Hsp90 inh -3, AP ELISA ortho 0 and MKP-1 inh -2.
For O=C(Nc1cccnc1)c1ccc(CN2CCc3ccccc3C2)cc1 the results were FXIIa inh mix 5, Cdc25B inh -8, FXIa mix inh 1, MMP13 inh -3, A340 absorber 1, AP ELISA ortho 14 and MKP-1 inh 7.
`COc1ccc(N2CC(C)Cn3c2nc2c3c(=O)n(CCc3ccccc3)c(=O)n2C)cc1` (stereo not given) gave FXIIa inh mix 4, JNK3 inh 0, Cdc25B inh 4, FXIa mix inh 0, MMP13 inh 2, A340 absorber 1, Hsp90 inh 5, AP ELISA ortho -9 and MKP-1 inh -6.
`CCOC(=O)c1c(C)c(C(=O)N2CCCCCC2)c(C)n1CC` gave FXIIa inh mix 3, JNK3 inh -1, Cdc25B inh -12, FXIa mix inh 7, MMP13 inh -5, A340 absorber 0.98, Hsp90 inh -1, AP ELISA ortho 20 and MKP-1 inh 5.
For CC1(C)C2CCC1(C)C(OC(=O)CCn1ccnc1)C2 (stereo not given) the results were FXIIa inh mix 3, JNK3 inh 9, Cdc25B inh 1, FXIa mix inh 7, MMP13 inh -1, A340 absorber 1, Hsp90 inh -4, AP ELISA ortho 31 and MKP-1 inh 24.
`CCCN(CCO)Cc1ccc(F)c(Br)c1` gave FXIIa inh mix 9, JNK3 inh 8, Cdc25B inh -5, FXIa mix inh 1, MMP13 inh 1, A340 absorber 0.99, Hsp90 inh -1, AP ELISA ortho 2 and MKP-1 inh -6.
COc1ccc(CCN2C(=O)c3[nH]nc(-c4ccccc4O)c3C2c2cccc(O)c2)cc1OC (stereo not given) was read as FXIIa inh mix 9, JNK3 inh -3, Cdc25B inh 10, FXIa mix inh 7, MMP13 inh 0, A340 absorber 1, Hsp90 inh 8, AP ELISA ortho 7 and MKP-1 inh 21.
Cc1cc(C)c(C#N)c(N2CCSCC2)n1 was read as FXIIa inh mix 4, JNK3 inh -2, Cdc25B inh -6, FXIa mix inh 3, MMP13 inh -23, A340 absorber 1, Hsp90 inh 0, AP ELISA ortho -5 and MKP-1 inh 7.
For N#CCSc1nnc(-c2cccnc2)n1-c1ccccc1 the results were FXIIa inh mix 2, JNK3 inh -2, Cdc25B inh -6, FXIa mix inh -9, MMP13 inh -2, A340 absorber 1, Hsp90 inh -3, AP ELISA ortho -1 and MKP-1 inh -5.
